Tb PYK inh: qHTS of Trypanosoma Brucei Inhibitors. pyruvate kinase (Trypanosoma brucei), Q57TT1. TbPYK enzyme, Kinase-Glo Plus ATP luminescence, 45 min. Potency, µM (titrated, usually from 76.8 µM), for inactives: at the top dose activity, negative = inhibition, hits mostly inhibitors. 0.12% of 410,000 active. AID 624173, 2012; note: potency is the fitted concentration of half-maximal effect; nearly all actives have a fitted effect of over 50% in size
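Screened from lowest to highest concentration, compounds were pinned into TbPYK/substrate mixtures, and ADP (130 uM final) was added. Plates sat at room temperature for 45 min prior to Kinase-Glo Plus detection by luminescence.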
AMA1-RON2 inh: qHTS for Inhibitors of AMA1-RON; Towards Development of Antimalarial Drug Lead: Primary Screen; AlphaScreen AMA1-biotinylated RON2 peptide binding; Plasmodium falciparum AMA1 (3D7) - RON2 peptide interaction; 0.2% of 360,000 active; Potency, µM (series often up to 58.2 µM), for the others: top-dose activity change, negative = inhibition, usual class: inhibitors; AID 720542, 2013;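 note: potency is the fitted concentration of half-maximal effect; 0% = vehicle wells and -100% = peptide control; nearly all actives have a fitted effect of over 45% in size; some results filed as inactive show a strong effect at the top dose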
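AMA1 (3D7) with his tag at 25 nM final met compounds first, then biotinylated RON2 peptide at 25 nM; detection used donor plus acceptor beads, 10 µg/mL apiece, read by AlphaScreen after 30 min at room temperature.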
HCMV antiviral: qHTS Assay for inhibitors of the human cytomegalovirus (HCMV) | HFF cells, HCMV-luciferase reporter, 72 h; hits give low values | activity change, negative = inhibition, % at 57.5 µM | 4.5% of 410,000 active; in the data active = activity change below about -60%; inconclusive = no clear call, values can overlap the other calls; inactive = above about -39%
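Screen run at 2 compound doses on HFFs infected with reporter HCMV, MOI 1 PFU/cell. Luciferase activity from cell lysates at 72 h post infection gave inhibition relative to buffer-only and Salinomycin wells.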
AmpC no deterg: qHTS Inhibitors of AmpC Beta-Lactamase (assay without detergent); P00811; AmpC nitrocefin hydrolysis, absorbance 480 nm, 0.0001% Triton; Potency, µM (titrated, usually from 57.1 µM), for inactives: at the top dose activity change, negative = inhibition, usual class: inhibitors; 0.52% of 330,000 active;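 note: potency is the fitted concentration of half-maximal effect; plate controls were no compound for no effect and no enzyme for full effect; nearly all actives have a fitted effect of over 20% in size; some results filed as inactive show a strong effect at the top dose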
Target sequence (P00811 whole entry, looked up): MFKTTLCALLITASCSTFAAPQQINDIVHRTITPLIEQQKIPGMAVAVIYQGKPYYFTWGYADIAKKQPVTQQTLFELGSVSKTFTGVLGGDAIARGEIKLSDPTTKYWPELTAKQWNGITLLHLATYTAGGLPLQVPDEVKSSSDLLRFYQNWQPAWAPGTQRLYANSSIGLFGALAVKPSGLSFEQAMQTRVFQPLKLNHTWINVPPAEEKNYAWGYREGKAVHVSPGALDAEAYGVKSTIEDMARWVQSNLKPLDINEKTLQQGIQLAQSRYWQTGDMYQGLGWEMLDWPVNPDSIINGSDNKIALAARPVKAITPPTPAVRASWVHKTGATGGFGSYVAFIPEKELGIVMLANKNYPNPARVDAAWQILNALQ
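AmpC (5.3 nM in the dispensed reagent) in 20 mM phosphate pH 7.0 with 0.01% (detergent screen) or 0.0001% Triton X-100 was preincubated with compounds for 15 min at room temperature. Nitrocefin was then added from an 800 uM solution, and hydrolysis was followed at 480 nm.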
AmpC inh detg: qHTS Inhibitors of AmpC Beta-Lactamase (assay with detergent); P00811; AmpC hydrolysis of nitrocefin, absorbance 480 nm, 0.01% Triton; Potency, µM (highest dose often 114 µM), for inactives: at the highest dose activity change, negative = inhibition, usual class: inhibitors; 0.041% of 370,000 active; AID 485294, 2010;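 note: potency is the fitted concentration of half-maximal effect; 0% = no-compound wells and -100% = no-enzyme wells; nearly all actives have a fitted effect of over 25% in size; some results filed as inactive show a strong effect at the top dose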
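20 mM phosphate pH 7.0 + 0.01% (detergent screen) or 0.0001% Triton X-100; 5.3 nM AmpC reagent; cpd preinc 15 min RT; nitrocefin (800 uM stock) to start; A480 q20 s × 4 min; Activity was normalised to no-enzyme and no-compound control wells.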
Sm TGR block: qHTS Assay for the Inhibitors of Schistosoma Mansoni Peroxiredoxins | Schistosoma mansoni thioredoxin glutathione reductase (TGR), Q962Y6 | purified TGR, DTNB reduction, TNB absorbance 405 nm | Potency, µM (highest dose often 114 µM), without a hit: top-dose activity change, negative = inhibition, actives largely listed as inhibitors | 3% of 360,000 active | AID 485364, 2010; note: potency is the fitted concentration of half-maximal effect; nearly all actives have a fitted effect of over 60% in size
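First, TGR (20 nM dispensed) and NADPH were mixed with compound. Second, a 15 min room-temperature incubation followed. Third, further NADPH and then DTNB were added to start the reaction. Finally, TNB absorbance was monitored kinetically.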
LmPK inh: qHTS Assay for Inhibitors of Leishmania Mexicana Pyruvate Kinase (LmPK). Q27686. Potency, µM (top dose mostly 57.5 µM), for inactives: at the top dose activity change, negative = inhibition, hits mostly inhibitors. purified LmPK, Kinase-Glo ATP luminescence, 1 h. 0.37% of 290,000 active; note: potency is the fitted concentration of half-maximal effect
Target sequence (Q27686 whole entry, looked up): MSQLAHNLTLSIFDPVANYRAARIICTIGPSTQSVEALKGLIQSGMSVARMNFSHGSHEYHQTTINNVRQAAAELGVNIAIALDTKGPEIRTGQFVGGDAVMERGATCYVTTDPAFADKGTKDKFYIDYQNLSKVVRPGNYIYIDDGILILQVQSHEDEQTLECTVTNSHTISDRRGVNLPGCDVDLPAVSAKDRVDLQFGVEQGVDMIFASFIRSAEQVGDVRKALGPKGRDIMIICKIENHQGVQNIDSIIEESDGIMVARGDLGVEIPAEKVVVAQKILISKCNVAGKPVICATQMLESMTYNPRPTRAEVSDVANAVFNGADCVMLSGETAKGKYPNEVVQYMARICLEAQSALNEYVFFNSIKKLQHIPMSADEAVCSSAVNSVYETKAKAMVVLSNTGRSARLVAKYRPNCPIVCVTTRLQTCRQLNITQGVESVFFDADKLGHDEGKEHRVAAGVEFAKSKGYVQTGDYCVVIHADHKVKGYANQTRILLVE
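qHTS format; LmPK 0.1 nM; substrates PEP 0.5 mM and ADP 0.1 mM. One-hour room-temperature incubation, then coupled luciferase luminescence; 0.5 nM enzyme wells mark activation.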
Starred values were filed as active, the others as inactive; ? = inconclusive; . = no result given; [ ] = dose if it differs, or a comment. Unless noted, calls come from the whole dose curve; as a rule, active = well fitted curve in the direction sought with a large enough effect; inconclusive = small, poorly fitted or top-dose-only effect, or another doubt; inactive = no such curve, though single readings can be large; an effect the other way counts as inactive or inconclusive. Unless noted, % is set by controls: 0 for no effect and ±100 for the full control effect. This is a random part of the collection (roughly 7.4% active in at least one column).

SMILES	Tb PYK inh	AMA1-RON2 inh	HCMV antiviral	AmpC no deterg	AmpC inh detg	Sm TGR block	LmPK inh
COc1ccccc1N1CCN(c2ccc3c(c2)S(=O)(=O)c2cccc(C(=O)NCC4CC4)c2C3=O)CC1	2%	-6%	33	.	.	.	.
COc1cc(NC(=O)c2ccco2)c(OC)cc1NC(=O)CCC(=O)Nc1cccc(C)c1C	-7%	-4%	-29	95%[activator]	3%	0%	4%
CC(=O)N1CCc2c(sc3c2c(=O)n(CCc2ccccc2)c(=O)n3Cc2cccc(C)c2)C1	0%	.	-1	.	17%	13%	.
O=C(COC(=O)c1ccccn1)NCc1ccc(Cl)cc1Cl	3%	28%	56	-13%	?	3%	.
COc1ccc(CCC(=O)Nc2ncc(C)s2)cc1OC	1%	-8%	-16	-7%	-2%	21%	1%
COc1ccc(NC(=O)NC(=O)c2ccccc2)cc1	-4%	1%	34	-15%	-3%	0%	-6%
Cc1ccc(F)cc1CNC(=O)c1cc(COc2ccc3ncccc3c2)on1	0%	-9%	-96*	-19%	8%	-1%	-4%
C[C@H](CO)N1C[C@H](C)[C@H](CN(C)C(=O)OCc2ccccc2)OCc2cnnn2CCCC1=O	-3%	3%	-7	.	.	.	.
COc1cccc(-c2cc(CNC(=O)[C@H]3O[C@@H](n4ccc(N)nc4=O)[C@H](O)[C@@H]3O)no2)c1	0%	-2%	14	.	.	.	.
O=C(/C=C/c1ccccc1Cl)OCC(=O)c1ccc[nH]1	-2%	14%	-24	-27%	-12%	-9%	.
O=C(Nc1ccc(Cl)cc1)C1CCN(C(=O)c2cccs2)CC1	-1%	-13%	-8	-19%	-1%	1%	5%
CC(=O)c1ccc(NC(=O)C(C)Sc2ccccn2)cc1 (stereo not given)	6%	0%	49	-6%	-2%	.	2%
Nc1ccc2cc3ccccc3cc2c1	-6%	-5%	13	.	.	.	.
COc1ccc(C(=O)C(C)OC(=O)CN2C(=O)c3ccccc3C2=O)cc1 (stereo not given)	1%	25%	-18	-20%	.	.	.
O=C(N/N=C/c1ccoc1)c1ccc([N+](=O)[O-])cc1	-7%	69%[activator]	-14	-22%	1%	-17%	-2%
O=C(c1cc2ncc(Br)cn2n1)N1CCCCC1	-1%	-20%	47	-15%	?	-9%	-3%
CCN(CC)C(=O)CN1CCN(c2ncccn2)CC1	7%	-5%	-10	-2%	-3%	0%	-6%
COc1ccc(/C=C/C(=O)OCc2nc3ccccc3c(=O)[nH]2)c(OC)c1	0%	0%	0	-14%	-1%	7%	3%
CCOC(=O)C1=NN(C(=O)c2ccco2)C2(CC2)C1	1%	-3%	0	-29%	?	-2%	-4%
O=c1cc(-c2ccccc2)oc2ccc(Br)cc12	4%	10%	50	-14%	.	.	.
O=C(OC1Cn2c(=O)ccc(=O)n2C1)c1ccccc1	-1%	16%	12	-24%	12%	0%	-1%
CC(C)C[C@H]1CNC(=S)N1CC1CCN(CCCCc2ccccc2)CC1	6%	0%	-10	.	.	.	.
COc1ccc(NC(=O)/C(C#N)=C\c2ccc(N3CCOCC3)o2)cc1	-13%	-13%	76	0%	6%	45µM*	-7%
Cc1c(C(=O)Nc2ccc(N3CCOCC3)cc2)oc2ccccc12	0%	-13%	65	113%[activator]	0%	1%	0%

Retrieved by compound from the list above:
SMILES	Tb PYK inh	AMA1-RON2 inh	HCMV antiviral	AmpC no deterg	AmpC inh detg	Sm TGR block	LmPK inh
O=C(OC1Cn2c(=O)ccc(=O)n2C1)c1ccccc1	-1%	16%	12	-24%	12%	0%	-1%
Cc1c(C(=O)Nc2ccc(N3CCOCC3)cc2)oc2ccccc12	0%	-13%	65	113%[activator]	0%	1%	0%

(listing goes on)
SMILES	Tb PYK inh	AMA1-RON2 inh	HCMV antiviral	AmpC no deterg	AmpC inh detg	Sm TGR block	LmPK inh
CCOC(=O)c1oc2cc(O)cc(O)c2c(=O)c1OCc1ccccc1	7%	-6%	-4	.	.	.	.
CCNC(=S)N/N=C1\C(=O)c2cccc3cccc1c23	0%	46%[activator]	37	-10%	-2%	7%	5%
Cc1cc(S(=O)(=O)Nc2cccc(-c3ccc(N4CCOCC4)nn3)c2)c(C)cc1Cl	12%	.	0	.	0%	3%	.
CC(C)c1ccc(C2NC(=S)NC3=C2C(=O)CCC3)cc1 (stereo not given)	-9%	-11%	35	-16%	?	-17%	-3%
COCC1CCCN(C(=O)c2ccc3nc(Cc4cccc(Cl)c4)oc3c2)C1 (stereo not given)	2%	-3%	8	163%[activator]	2%	9%	-3%
CCc1cccc(CC)c1NS(=O)(=O)c1ccc2c(c1)CCN2C(=O)C1CC1	-4%	.	3	.	1%	4%	.
CC(C)(C)CN1CCNC(=O)C1CC(=O)NCCc1ccccc1C(F)(F)F (stereo not given)	-3%	29%	12	76%[activator]	3%	?	1%
CC(=O)c1cccc(N(CC(=O)NC2CCCC2)C(=O)c2csnn2)c1	4%	-7%	27	-19%	2%	-1%	1%
Clc1cccc(OCCN2CCCC2)c1	-1%	-13%	4	-12%	-8%	-12%	-2%
CCOC(=O)/C(C#N)=N/Nc1c(S(=O)(=O)Cc2ccco2)csc1C(=O)OC	-2%	2%	-28	-29%	-7%	-32%	9%
COc1ccc(Cc2c(-c3ccc(OC)c(OC)c3)nc3cc(C)c(Br)c(C)n23)c(C)c1	-7%	-12%	-17	.	.	.	.
COC(=O)C1N[C@@H]([C@@H](NC(=O)COc2ccccc2)C(=O)NCc2ccsc2)SC1(C)C (stereo not given in full)	6%	11%	-1	.	.	.	.

Part of the list above in order of SMILES length, ascending:
SMILES	Tb PYK inh	AMA1-RON2 inh	HCMV antiviral	AmpC no deterg	AmpC inh detg	Sm TGR block	LmPK inh
Clc1cccc(OCCN2CCCC2)c1	-1%	-13%	4	-12%	-8%	-12%	-2%
O=C(c1cc2ncc(Br)cn2n1)N1CCCCC1	-1%	-20%	47	-15%	?	-9%	-3%
O=c1cc(-c2ccccc2)oc2ccc(Br)cc12	4%	10%	50	-14%	.	.	.
O=C(OC1Cn2c(=O)ccc(=O)n2C1)c1ccccc1	-1%	16%	12	-24%	12%	0%	-1%
CCOC(=O)C1=NN(C(=O)c2ccco2)C2(CC2)C1	1%	-3%	0	-29%	?	-2%	-4%
CC(C)c1ccc(C2NC(=S)NC3=C2C(=O)CCC3)cc1 (stereo not given)	-9%	-11%	35	-16%	?	-17%	-3%
Cc1c(C(=O)Nc2ccc(N3CCOCC3)cc2)oc2ccccc12	0%	-13%	65	113%[activator]	0%	1%	0%
CCOC(=O)c1oc2cc(O)cc(O)c2c(=O)c1OCc1ccccc1	7%	-6%	-4	.	.	.	.
CC(C)C[C@H]1CNC(=S)N1CC1CCN(CCCCc2ccccc2)CC1	6%	0%	-10	.	.	.	.
COc1ccc(NC(=O)/C(C#N)=C\c2ccc(N3CCOCC3)o2)cc1	-13%	-13%	76	0%	6%	45µM*	-7%
CC(C)(C)CN1CCNC(=O)C1CC(=O)NCCc1ccccc1C(F)(F)F (stereo not given)	-3%	29%	12	76%[activator]	3%	?	1%
CCc1cccc(CC)c1NS(=O)(=O)c1ccc2c(c1)CCN2C(=O)C1CC1	-4%	.	3	.	1%	4%	.
CCOC(=O)/C(C#N)=N/Nc1c(S(=O)(=O)Cc2ccco2)csc1C(=O)OC	-2%	2%	-28	-29%	-7%	-32%	9%
Cc1cc(S(=O)(=O)Nc2cccc(-c3ccc(N4CCOCC4)nn3)c2)c(C)cc1Cl	12%	.	0	.	0%	3%	.
COc1ccc(Cc2c(-c3ccc(OC)c(OC)c3)nc3cc(C)c(Br)c(C)n23)c(C)c1	-7%	-12%	-17	.	.	.	.
COC(=O)C1N[C@@H]([C@@H](NC(=O)COc2ccccc2)C(=O)NCc2ccsc2)SC1(C)C (stereo not given in full)	6%	11%	-1	.	.	.	.

Source: PubChem
